Assay outcomes from PubChem.
Mtb BioA inh = M. tuberculosis BioA enzyme inhibitors, primary screen, biochemical, plate reader, single point, HTS; purified M. tuberculosis BioA enzyme; inhibition, % at 9.99 µM; 7,8-diaminopelargonic acid synthase BioA (Mycobacterium tuberculosis); actives 0.096% (n = 360,000); AID 602481, 2012; in the data active means inhibition above about 40%
Active calls of the source: *. Some of the compounds tested; count on the stated rates, not on these rows.

SMILES	Mtb BioA inh
CO[C@H]1CN(C)C(=O)c2ccc(NC(=O)c3ccc(F)cc3)cc2OC[C@H](C)NC[C@H]1C	-0.2
Cc1ccccc1-c1ccc([C@@H]2[C@@H](CO)N3CCCCN(S(=O)(=O)Cc4ccccc4)C[C@H]23)cc1	-1.3
C[C@@H]1CN([C@@H](C)CO)C(=O)c2cccc(NC(=O)c3ccncc3)c2O[C@@H]1CN(C)C(=O)Nc1ccc2c(c1)OCO2	0.0
C[C@H]1CN([C@@H](C)CO)C(=O)c2cccc(NS(=O)(=O)c3ccc(F)cc3)c2O[C@@H]1CN(C)C(=O)Nc1ccc(F)cc1	-1.9
N#C[C@H]1[C@@H](c2ccc(C3=CCCCC3)cc2)[C@@H](CO)N1C(=O)c1ccccn1	5.8
CO[C@@H]1CN(C)C(=O)c2ccc(NS(C)(=O)=O)cc2OC[C@@H](C)N(C(=O)CC2CC2)C[C@H]1C	-0.1
CCC(=O)NC[C@@H]1[C@H](c2ccc(C3=CCCC3)cc2)[C@H](CO)N1C(C)=O	-0.5
CC(C)NC(=O)Nc1ccc2c(c1)CC(=O)N([C@H](C)CO)C[C@H](C)[C@@H](CN(C)Cc1ccncc1)O2	-6.2
C/C=C/c1cnc2c(c1)C(=O)N([C@H](C)CO)C[C@@H](C)[C@H](CN(C)C(=O)Cc1cccnc1)O2	5.4
CCC(=O)N1C[C@@H](C)[C@@H](OC)CN(C)C(=O)c2cc(NS(C)(=O)=O)ccc2OC[C@H]1C	-1.7
C[C@H](CO)N1C[C@H](C)[C@@H](CN(C)Cc2ccc(C(=O)O)cc2)Oc2ncc(C3=CCCC3)cc2C1=O	-3.8
C[C@@H]1CN([C@H](C)CO)C(=O)c2cc(NS(C)(=O)=O)ccc2O[C@@H](C)CCCCO[C@H]1CN(C)C(=O)Nc1ccc2c(c1)OCO2	2.0
C[C@@H]1CN([C@H](C)CO)C(=O)Cc2cc(NC(=O)Nc3cccc4ccccc34)ccc2O[C@H]1CN(C)Cc1ccc2c(c1)OCO2	-0.9
CCCN(C)C[C@@H]1OCCCC[C@@H](C)Oc2ccc(NS(=O)(=O)c3ccc(F)cc3)cc2C(=O)N([C@@H](C)CO)C[C@@H]1C	-0.4
C[C@H]1CN([C@@H](C)CO)C(=O)c2cc(C#CC3CC3)cnc2O[C@@H]1CN(C)C(=O)c1ccc(F)cc1	1.9
COc1ccc(NC(=O)Nc2ccc3c(c2)C(=O)N([C@H](C)CO)C[C@H](C)[C@@H](CN(C)CC2CC2)OCCCC[C@H](C)O3)cc1	-1.3
COC(=O)[C@@H]1[C@@H](CO)[C@@H]2Cn3c(ccc(-c4ccccc4F)c3=O)[C@@H]2N1C(=O)CC1CC1	0.3
O=C(Nc1ccc(Cl)c(Cl)c1)N[C@@H]1CC[C@@H](CCn2cc(C3CC3)nn2)O[C@@H]1CO	7.0
C[C@@H]1CN([C@H](C)CO)C(=O)c2cc(NC(=O)C3CC3)ccc2O[C@H]1CN(C)C(=O)Nc1ccc2c(c1)OCO2	0.0
C[C@H](CO)N1C[C@H](C)[C@@H](CN(C)C)Oc2cc(-c3ccc(F)cc3)ccc2S1(=O)=O	1.1
C[C@H](CO)N1C[C@H](C)[C@@H](CN(C)C)Oc2ccc(NC(=O)Nc3ccc(C(F)(F)F)cc3)cc2CC1=O	5.8
C[C@@H]1CN([C@H](C)CO)C(=O)c2cc(/C=C/c3ccccc3)cnc2O[C@@H]1CN(C)C(=O)c1ccncc1	0.1
O=C(N[C@@H]1CC[C@H](CCNS(=O)(=O)c2ccccc2Cl)O[C@H]1CO)c1ccccc1	0.6
C[C@@H]1CN([C@H](C)CO)C(=O)Cc2cc(NS(=O)(=O)c3ccccc3)ccc2O[C@H]1CN(C)C(=O)Nc1ccc(F)cc1	1.0
C[C@H]1CCCCO[C@@H](CN(C)C(=O)CCC(F)(F)F)[C@@H](C)CN([C@@H](C)CO)C(=O)c2cc(N(C)C)ccc2O1	2.0
O=C(C[C@@H]1CC[C@H](NC(=O)Nc2cc(F)ccc2F)[C@@H](CO)O1)NCc1ccccn1	-5.8
C[C@H]1CN([C@@H](C)CO)S(=O)(=O)c2ccc(C3=CCCC3)cc2O[C@@H]1CN(C)Cc1ccccn1	-0.4
O=C(C[C@H]1CC[C@H]2[C@@H](COC[C@H](O)CN2C(=O)Nc2cccc(F)c2)O1)NCc1ccccc1Cl	1.0
C[C@H](NC(=O)C[C@H]1CC[C@@H]2[C@H](COC[C@H](O)CN2C(=O)Nc2cccc(F)c2)O1)c1ccccc1	3.6
C[C@@H]1CN([C@H](C)CO)C(=O)c2cc(NC(=O)Cc3ccccc3)ccc2O[C@@H]1CN(C)Cc1ccc(C(=O)Nc2ccccc2N)cc1	-1.5
COc1ccc(C(=O)Nc2ccc3c(c2)C(=O)N(C)[C@H]2CC[C@H](CC(=O)NCC4CC4)O[C@H]2CO3)cc1	0.8
C[C@@H]1CN([C@H](C)CO)C(=O)Cc2cc(NC(=O)Cc3cn(C)c4ccccc34)ccc2O[C@H]1CN(C)Cc1ccc(C(=O)O)cc1	0.4
C[C@H](CO)N1C[C@H](C)[C@@H](CN(C)C(=O)Nc2ccc(C(F)(F)F)cc2)OCCCC[C@H](C)Oc2ccc(NS(=O)(=O)c3ccc(F)cc3)cc2C1=O	-3.6
Cc1noc(C)c1NC(=O)NCC[C@@H]1CC[C@@H](NC(=O)c2ccncc2)[C@H](CO)O1	2.9
CCC(=O)N(C)C[C@@H]1Oc2cc(C#CCOC)ccc2S(=O)(=O)N([C@H](C)CO)C[C@@H]1C	-1.1
COc1cc2c(cc1OC)CN(C(=O)[C@@H]1[C@H]3C(=O)O[C@H](c4ccccc4)[C@H](c4ccccc4)N3[C@H](c3ccc(OCCO)cc3)[C@@]13C(=O)Nc1ccc(C#CCNC(N)=O)cc13)CC2	-2.1
CO[C@H]1CN(C)C(=O)c2cc(NS(=O)(=O)c3c(C)noc3C)ccc2OC[C@H](C)NC[C@@H]1C	-1.0
CCNC(=O)[C@@H]1[C@@H](CO)[C@@H]2Cn3c(cccc3=O)[C@@H]2N1CC1CCCCC1	-1.7
CO[C@H]1CN(C)C(=O)c2ccc(NC(=O)c3cc(C)on3)cc2OC[C@H](C)N(CC2CC2)C[C@@H]1C	-0.7
CCC(=O)N1[C@H](CO)[C@H](c2ccccc2)[C@H]1CNC(=O)CN1CCOCC1	-2.5
C[C@@H]1CN([C@H](C)CO)C(=O)c2cc(C#CCN(C)C)cnc2O[C@@H]1CN(C)C(=O)CN1CCOCC1	1.7
COc1cccc(CNC(=O)C[C@@H]2CC[C@H]3[C@H](COc4ccc(NC(=O)c5cccs5)cc4C(=O)N3C)O2)c1	-3.8
C[C@H]1CN([C@@H](C)CO)C(=O)c2c(c3ccccc3n2C)-c2ccccc2CO[C@H]1CN(C)C(=O)NC1CCCCC1	-0.5
COc1ccccc1-c1cnc2c(c1)C(=O)N([C@H](C)CO)C[C@H](C)[C@@H](CN(C)CC1CCCC1)O2	0.1
CCCN(C)C[C@H]1Oc2ncc(C#CCN(C)C)cc2C(=O)N([C@@H](C)CO)C[C@@H]1C	2.7
COc1ccc(S(=O)(=O)Nc2ccc3c(c2)CC(=O)N([C@H](C)CO)C[C@H](C)[C@@H](CN(C)Cc2ccc(Cl)c(Cl)c2)O3)cc1	0.6
CCC(=O)Nc1ccc2c(c1)C(=O)N(C)[C@H]1CC[C@H](CC(=O)N[C@@H](C)c3ccccc3)O[C@@H]1CO2	-0.4
COc1ccc(-c2ccc3c(c2)[C@@H]2[C@@H](CCN2C(=O)Cc2ccccc2)[C@H](CO)N3C)cc1	-1.3
C[C@H](CO)N1C[C@H](C)[C@H](CN(C)C(=O)Cc2cccnc2)Oc2cc(C#Cc3ccccc3F)ccc2S1(=O)=O	-12.2
C[C@@H]1CCCCO[C@H](CN(C)C(=O)c2ccccc2)[C@@H](C)CN([C@H](C)CO)C(=O)c2cc(NS(=O)(=O)c3cccs3)ccc2O1	1.2

Random excerpt: two entries already listed
SMILES	Mtb BioA inh
COc1ccc(S(=O)(=O)Nc2ccc3c(c2)CC(=O)N([C@H](C)CO)C[C@H](C)[C@@H](CN(C)Cc2ccc(Cl)c(Cl)c2)O3)cc1	0.6
COc1ccc(NC(=O)Nc2ccc3c(c2)C(=O)N([C@H](C)CO)C[C@H](C)[C@@H](CN(C)CC2CC2)OCCCC[C@H](C)O3)cc1	-1.3

Continued:
SMILES	Mtb BioA inh
C[C@@H]1CN([C@H](C)CO)C(=O)c2ccccc2-c2ccccc2CO[C@@H]1CN(C)C(=O)CCN(C)C	-2.6
Cc1noc(C)c1S(=O)(=O)N(C)C[C@@H]1Oc2ccc(NC(=O)Nc3cccc4ccccc34)cc2CC(=O)N([C@H](C)CO)C[C@@H]1C	0.2
O=C(C[C@@H]1C[C@H]2c3cc(NC(=O)Cc4ccncc4)ccc3O[C@H]2[C@H](CO)O1)NCCN1CCCCC1	-0.8
C#Cc1ccc([C@@H]2C=C(C(=O)Nc3ccccc3)O[C@H](OCc3ccc(CO)cc3)C2)cc1	-1.0
C[C@@H]1CN([C@@H](C)CO)C(=O)c2cccc(NC(=O)c3ccc(-c4nccs4)cc3)c2O[C@H]1CN(C)CC1CC1	0.5
Cc1noc(C)c1S(=O)(=O)Nc1cccc2c1O[C@H](CN(C)Cc1ccc(Cl)c(Cl)c1)[C@H](C)CN([C@@H](C)CO)C2=O	-14.0
COc1ccccc1-c1ccc2c(c1)O[C@H](CN(C)C(=O)c1ccncc1)[C@@H](C)CN([C@H](C)CO)S2(=O)=O	1.9
C[C@@H]1CN([C@@H](C)CO)C(=O)Cc2cc(NC(=O)Nc3ccc(C(F)(F)F)cc3)ccc2O[C@@H]1CN(C)C(=O)Nc1ccc2c(c1)OCO2	-9.1
COc1ccc(NC(=O)N2C[C@H](O)COC[C@@H]3O[C@@H](CC(=O)N4CCCCC4)CC[C@H]32)cc1	0.7
Cc1noc(C)c1NC(=O)Nc1cccc2c1O[C@H](CN(C)C(=O)Nc1c(C)noc1C)[C@H](C)CN([C@@H](C)CO)C2=O	2.0
Cn1cnc(S(=O)(=O)N[C@@H]2CC[C@H](CC(=O)N3CCN(c4ccccc4)CC3)O[C@@H]2CO)c1	-3.4
COCCNC(=O)[C@@H]1[C@@H](CO)[C@@H]2Cn3c(ccc(-c4ccc(F)cc4)c3=O)[C@H]1N2C(=O)NC(C)C	-0.6
C[C@@H]1CN([C@@H](C)CO)C(=O)c2cccc(NS(=O)(=O)c3ccccc3)c2O[C@H]1CN(C)C(=O)Nc1ccc2c(c1)OCO2	2.3
C[C@@H]1CN([C@@H](C)CO)C(=O)c2cc(NS(=O)(=O)c3ccc(F)cc3)ccc2O[C@@H](C)CCCCO[C@@H]1CN(C)S(=O)(=O)c1cn(C)cn1	0.1
COCC(=O)Nc1ccc2c(c1)C(=O)N(C)C[C@@H](OC)[C@H](C)CN(C(=O)NC(C)C)[C@@H](C)CO2	-0.6
CO[C@H]1CN(C)C(=O)c2ccc(NC(=O)NC(C)C)cc2OC[C@H](C)N(CCC(F)(F)F)C[C@H]1C	0.8
O=C(C[C@H]1CC[C@@H]2[C@H](COC[C@@H](O)CN2S(=O)(=O)c2ccc(F)cc2)O1)N[C@H]1CCN(Cc2ccccc2)C1	-0.3
C[C@@H]1CN([C@@H](C)CO)C(=O)Cc2cc(NC(=O)C3CCCCC3)ccc2O[C@@H]1CN(C)Cc1ccccc1	2.0
Cc1ccccc1-c1cnc2c(c1)C(=O)N([C@H](C)CO)C[C@@H](C)[C@H](CN(C)C(=O)c1ccc(F)cc1)O2	0.5
Cc1noc(C)c1NC(=O)N(C)C[C@H]1Oc2ccc(NC(=O)Cc3cn(C)c4ccccc34)cc2C(=O)N([C@@H](C)CO)C[C@@H]1C	-0.8
O=C(NCC[C@@H]1CC[C@H](NC(=O)C2CC2)[C@@H](CO)O1)c1cnccn1	3.7
CCC(=O)N(C)C[C@@H]1Oc2ncc(-c3ccc(C#N)cc3)cc2C(=O)N([C@H](C)CO)C[C@H]1C	-3.9
COc1cccc(NC(=O)C[C@H]2CC[C@@H]3[C@@H](COc4ccc(NC(=O)c5ccccc5F)cc4C(=O)N3C)O2)c1	-0.5
C[C@H](CO)N1C[C@H](C)[C@H](CN(C)S(=O)(=O)c2cccs2)Oc2ccc(NS(=O)(=O)c3ccccc3)cc2C1=O	0.1
COCC(=O)N1C[C@H]2[C@@H](c3ccccc31)[C@@H](CO)N2C(=O)C1CC1	-2.9
C[C@@H]1CCCCO[C@H](CN(C)Cc2ccncc2)[C@H](C)CN([C@@H](C)CO)C(=O)c2cc(NC(=O)c3ccccc3)ccc2O1	-0.5
N#Cc1cccc(-c2ccc([C@H]3[C@H]4CN(Cc5ccccc5F)CCCCN4[C@H]3CO)cc2)c1	-4.3
COc1ccc(C(=O)N2C[C@@H]3[C@H](c4ccccc42)[C@H](CO)N3C(=O)c2cccc(F)c2)cc1	-4.3
C[C@@H]1CN([C@H](C)CO)S(=O)(=O)c2ccc(-c3cccc(F)c3)cc2O[C@@H]1CN(C)C(=O)C1CC1	-0.2

Some of the entries so far, as labelled records.
C[C@@H]1CN([C@@H](C)CO)C(=O)c2cccc(NC(=O)c3ccncc3)c2O[C@@H]1CN(C)C(=O)Nc1ccc2c(c1)OCO2
  Mtb BioA inh: 0.0
CCC(=O)N1C[C@@H](C)[C@@H](OC)CN(C)C(=O)c2cc(NS(C)(=O)=O)ccc2OC[C@H]1C
  Mtb BioA inh: -1.7
N#Cc1cccc(-c2ccc([C@H]3[C@H]4CN(Cc5ccccc5F)CCCCN4[C@H]3CO)cc2)c1
  Mtb BioA inh: -4.3
CCC(=O)N(C)C[C@@H]1Oc2cc(C#CCOC)ccc2S(=O)(=O)N([C@H](C)CO)C[C@@H]1C
  Mtb BioA inh: -1.1
